KCNQ2 inh: KCNQ2 channel blockers in CHO-K1 cells – cell-based, FluxOR thallium flux, B-score, primary screen (AID 2156). O88943. 20 min; stronger effect = lower value. B-score at 10 µM. actives 1.1% (n = 310,000);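 active = fluorescence ratio B-score at most minus 3 library SDs, with starting brightness B-score within 2 library SDs, cut at about -5.5 in these data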
Kir21 inh: Kir2.1 (mouse) channel inhibition; P35561; HEK293-Kir2.1, FluxOR thallium flux fluorescence; stronger effect = lower value; B-score at 10 µM; actives 0.85% (n = 310,000); AID 1672;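 active = fluorescence ratio B-score at or below minus 3 SD of library scores, with starting-brightness B-score within 2 SD, cut at about -4.2 in these data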;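 also: channel flux triggered by added potassium and thallium sulfate stimulus; B-score of peak minus minimum fluorescence over baseline after thallium stimulus; more negative B-score means stronger Kir2.1 block with less thallium influx; some compounds called inactive have numbers as strong as hits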
Target sequence (P35561 whole entry, looked up): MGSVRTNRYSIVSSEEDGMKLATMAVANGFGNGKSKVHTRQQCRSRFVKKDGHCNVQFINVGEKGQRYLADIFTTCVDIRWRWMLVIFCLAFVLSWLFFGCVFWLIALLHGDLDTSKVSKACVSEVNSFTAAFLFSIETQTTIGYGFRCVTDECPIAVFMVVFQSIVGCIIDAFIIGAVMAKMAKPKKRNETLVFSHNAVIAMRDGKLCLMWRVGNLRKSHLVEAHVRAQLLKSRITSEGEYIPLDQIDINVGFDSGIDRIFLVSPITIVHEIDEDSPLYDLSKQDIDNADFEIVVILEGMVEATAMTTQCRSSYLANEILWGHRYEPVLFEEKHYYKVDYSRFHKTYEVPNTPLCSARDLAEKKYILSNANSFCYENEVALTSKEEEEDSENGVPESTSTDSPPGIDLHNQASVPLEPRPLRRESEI
Numbers without * were called inactive; i = inactive.

KCNQ2 inh,Kir21 inh,structure
i,-1.6,COC(=O)C1=C(C)OC(N)=C(C#N)C1c1ccccc1 (stereo not drawn)
-7.5*,2.4,CC(C)(C)n1nnnc1C(c1cccs1)N1CCCC2(CCCCC2)C1 (stereo not drawn)
i,0.04,CCOC(=O)CN(C(=O)COC(=O)C1(c2ccccc2)CC1)c1ccc(F)cc1
i,0.68,CCOC(=O)N1CCC(N2C(=O)c3ccccc3C2Nc2ccc3c(c2)OCCO3)CC1 (stereo not drawn)
i,0.22,Cc1cccc(C)c1OCc1nnc(NC(=O)CSc2ccc(Cl)cc2)s1
i,-0.46,On1c(-c2ccccc2)nc2ccccc21
i,0.19,O=C(COc1ccc(Br)cc1)Nc1nc(-c2cccnc2)cs1
i,-1.9,Cc1ccccc1C(=O)c1cn[nH]c1-c1ccccc1O
i,-0.25,COc1ccc(OC)c(C2SCCN2S(=O)(=O)c2cccc(C(F)(F)F)c2)c1 (stereo not drawn)
i,0.54,Fc1cccc(NC(=S)NCC(c2cccnc2)N2CCOCC2)c1 (stereo not drawn)
i,0,O=c1[nH][nH]c(-c2ccccc2O)c1C(C[N+](=O)[O-])c1cccc(Cl)c1 (stereo not drawn)
i,1.6,CCC(NC(=O)c1ccccc1NC(=O)c1ccccc1)C(=O)NNC(=O)CSc1nc2ccccc2o1 (stereo not drawn)
i,-0.44,CC(C)N(C(=O)Cn1cnc2cc([N+](=O)[O-])ccc2c1=O)C(C)C
i,0.28,Fc1ccc(CSc2nnc3ccccn23)c(Cl)c1
i,-0.62,N=C1/C(=C/c2ccc(-c3cccc(C(=O)O)c3)o2)C(=O)N=C2SC=C(c3ccccc3)N12

5 compounds picked at random from those above:
KCNQ2 inh,Kir21 inh,structure
i,0.04,CCOC(=O)CN(C(=O)COC(=O)C1(c2ccccc2)CC1)c1ccc(F)cc1
i,-0.46,On1c(-c2ccccc2)nc2ccccc21
i,0.68,CCOC(=O)N1CCC(N2C(=O)c3ccccc3C2Nc2ccc3c(c2)OCCO3)CC1 (stereo not drawn)
i,-1.6,COC(=O)C1=C(C)OC(N)=C(C#N)C1c1ccccc1 (stereo not drawn)
i,-0.44,CC(C)N(C(=O)Cn1cnc2cc([N+](=O)[O-])ccc2c1=O)C(C)C

The list continues:
KCNQ2 inh,Kir21 inh,structure
i,-0.67,CCOC(CNC(=O)C(=O)NCC(c1ccco1)N1CCN(c2ccc(OC)cc2)CC1)OCC (stereo not drawn)
i,-0.79,COC(=O)c1cc(OC)c(OC)cc1NC(=S)NC(=O)c1ccco1
i,-0.04,COc1cccc(N2C(=O)C3CCCN3C2c2cccs2)c1 (stereo not drawn)
i,-0.34,CC(=O)Nc1ccc(NC(=O)c2ccccc2CCc2ccccc2)cc1
i,1.2,CCOc1ccccc1NC(=O)NC1(C(=O)NCc2cccnc2)CCCCC1
i,0.28,CCNc1nc(NCC)nc(Oc2ccc(OCC)nn2)n1
i,-0.36,COC(=O)c1c(C)[nH]c(C)c1-c1ccc(C)cc1
i,-2.2,CN(C)c1ccc(/C=c2\sc3nc(-c4ccccc4)nn3c2=O)cc1
i,-0.52,COCCOC1CCN(Cc2cn(Cc3ccccc3)nc2-c2cc3ccccc3o2)CC1
i,-0.75,O=C(O)c1cc2c(ccc3ccccc32)oc1=O
i,-1.8,O=C(CSc1nnc(-c2ccncc2)n1-c1ccc(Cl)cc1)NCc1cccs1
i,0.2,C#CCn1cc[n+](CC(=O)N(C)C)c1
i,0.03,CCOC(=O)c1nn(-c2ccc(C)cc2)cc1C(=O)c1ccccc1
i,-0.65,Cc1c(-n2cc(C(=O)c3cc(Cl)ccc3O)cc(C#N)c2=O)c(=O)n(-c2ccccc2)n1C
i,0.95,CC1(C)N=C(N)N=C(N)N1c1ccccc1

Other records
KCNQ2 inh,Kir21 inh,structure
i,0.25,COCCNC(=O)CN(C(=O)CCC(=O)Nc1cc(C)on1)c1ccccc1C
i,0.06,COc1ccc(NC(=O)C(=O)NNC(=O)COc2ccc(Cl)cc2)c(OC)c1
i,-0.11,O=C(CC1C(=O)NCCN1Cc1cccc(C(F)(F)F)c1)NC1CCOCC1 (stereo not drawn)
i,-2,CN1CCc2c(OCC(=O)N3CCC(Cc4ccccc4)CC3)cccc2C1=O
i,-0.87,COc1ccc(NC(=O)COC(=O)C2=COCCO2)cc1OC
i,0.58,C/C(CC(=O)Nc1ccc(Cl)c(C(F)(F)F)c1)=N\NC(N)=S
i,-0.55,O=C(CN1C(=O)NC2(CCCC2)C1=O)Nc1nc2ccccc2s1
i,0.52,S=C(c1ccc2c(c1)OCO2)N1CCCCC1
i,1.4,CC(=O)Nc1ccc(NC(=O)C(C)OC(=O)C2CCN(S(=O)(=O)c3cccs3)CC2)cc1 (stereo not drawn)
i,0.06,Cc1ccccc1-n1c(SCC(=O)NCc2cccs2)nnc1-c1ccncc1
i,0.05,c1cnc(Oc2ccc3oc4ccccc4c3c2)nc1
i,-1.4,CC(C)c1nnc(NC(=O)CCN2C(=O)c3ccccc3C2=O)s1
i,-0.41,COc1ccc(/C=C/c2ccc3cccc(O)c3n2)cc1Br
i,0.1,Cn1c(CO)cnc1-c1ccccc1
i,-0.41,COc1ccccc1CNc1ccc2c(c1)CCC2

Following part
KCNQ2 inh,Kir21 inh,structure
i,1.7,CNC(=S)NNC(=O)c1ccc(N(C)C)cc1
i,-0.8,CNc1nc(C)c(C(=O)OCC(=O)OC)s1
i,1.3,Cc1c(OCC(=O)NCc2ccccn2)ccc2c(-c3ccccc3)cc(=O)oc12
i,0.42,Nc1ccnn1Cc1ccc(Br)s1
i,1.5,CCOc1ccc(NC(=O)CN(C)C(=O)C2CC(=O)N(c3ccc4c(c3)OCCO4)C2)cc1OCC (stereo not drawn)
i,-0.79,Cc1cccc(Nc2nc(N)nc(CSc3nccc(C)n3)n2)c1
i,0.11,O=C(NCc1ccccc1)C1CCCN(S(=O)(=O)c2ccc(F)cc2)C1 (stereo not drawn)
i,1.1,CCc1nnc(NS(=O)(=O)c2ccc(NC(=O)c3cc(Cl)ccc3OC)cc2)s1
i,-1.4,O=C(CC12CC3CC(CC(C3)C1)C2)NCc1ccccc1
i,0.74,CCc1ccc(/C=N\NC(=O)c2ccc(Br)o2)s1
i,0.9,O=C(CSc1ccc2nc(-c3ccccc3)cn2n1)NCC1CCCO1 (stereo not drawn)
i,-1,COCCNC(=S)N1CCC(Cc2ccccc2)CC1
i,-1.4,COCc1cc(N2CCCC2)nc(-c2ccccc2)n1
i,-0.13,Cc1cc(C)cc(NC(=O)CN2C(=O)c3ccccc3C2=O)c1
i,0.36,Cc1ccccc1Nc1nnc(SCC(=O)N(C)C2CCS(=O)(=O)C2)s1 (stereo not drawn)

(more compounds)
KCNQ2 inh,Kir21 inh,structure
i,-0.25,CCN(CC)C(CNC(=O)c1cc(=O)[nH]c2ccccc12)c1ccccc1Cl (stereo not drawn)
i,1.6,O=C(Nc1ccc(N2CCOCC2)cc1)Nc1ccc2nc(-c3ccco3)c(-c3ccco3)nc2c1
i,0.07,CC(NC(=O)[C@H](C)NC(=O)C1CC(=O)N(c2ccc3c(c2)OCO3)C1)c1ccccc1 (stereo partly drawn)
i,0.81,CN(C)C=NC(=O)c1cn(-c2ccc(F)cc2)c(=O)c2ccccc12
i,-3.1,Cc1nc(/C(N)=N/OC(=O)c2cccc(Cl)c2)c(C(F)(F)F)o1
i,-0.05,CCN(C(=O)COC(=O)c1c(C)noc1C)C1CCS(=O)(=O)C1 (stereo not drawn)
i,0.89,CCc1c(C)nc2cc(-c3cccs3)[nH]n2c1=O
i,-1,COCCCNC(=S)N(CCCO)Cc1cc2cc3c(cc2[nH]c1=O)OCCO3
i,1.8,Cc1ccc(NS(=O)(=O)c2ccc3c(c2)oc(=O)n3C)cc1F
i,-0.61,CCc1cccc2c(C(=S)N3CCOCC3)c[nH]c12
i,-1.2,COC(=O)C1=C(O)/C(=C\c2ccc(CNC(=O)C(=O)Nc3ccc(C)c(C)c3)o2)N=C1C
i,0.03,CCc1ccc(C(=O)C(C)OC(=O)C2COc3ccccc3O2)cc1 (stereo not drawn)
i,-0.73,O=C(NCCc1ccccc1F)C1CCC(=O)N(Cc2ccccc2F)C1 (stereo not drawn)
i,-0.82,CC(C)C1CC(C(F)(F)F)n2nc(C(=O)O)cc2N1 (stereo not drawn)
i,-0.89,Cn1c(NC(=O)CC2CCCCC2)cc(=O)n(C)c1=O

Other results
KCNQ2 inh,Kir21 inh,structure
i,0.26,Cc1ccc(NC(=O)/C(=C/c2ccncc2)NC(=O)c2ccccc2)cc1
i,0.08,COc1ccc(C(=O)O)cc1S(=O)(=O)NCCCN1CCCC1=O
i,-0.4,COc1ccc(Nc2nc3ccccc3n3cnnc23)cc1Cl
i,-0.04,COc1ccc(CCNC(=O)c2ccc3nc(N4CCCCC4)sc3c2)cc1OC
i,1.6,COc1cccc(CNc2ncc(-c3ccccc3)n2C)c1
i,1.1,Cc1csc(NC(=O)Cc2ccc(Cl)cc2)n1
i,0.49,Cc1ccc(C(=O)NCCCC(=O)O)o1
i,0.68,Cc1ccc(-c2nnc(SCC(=O)N3c4ccccc4NC(=O)C3(C)C)n2N)cc1
i,-0.48,CN(C)C(=O)COC(=O)c1ccccc1NC(=O)c1ccco1
i,0.69,Cc1ccc(N2C(=O)N(CC(=O)Nc3ccccc3C)C(=O)C2C)cc1 (stereo not drawn)
i,-0.61,O=C(CSc1ncnc2c1oc1ccccc12)NC1CCCC1
i,0.28,Cc1cccc(N2CCN(C(=O)c3noc4c3COc3ccc(C)cc3-4)CC2C)c1 (stereo not drawn)
i,0.05,COc1ccc(CNC(=O)CN2C(=O)NC(C)(c3cccc4ccccc34)C2=O)cc1OC (stereo not drawn)
i,0.84,CCOc1ccc(NC(=O)N(CC(C)C)CC(C)C)cc1
i,-2.2,COc1ccccc1CNC(=O)CNCCc1ccc(OC)c(OC)c1

(cont.)
KCNQ2 inh,Kir21 inh,structure
i,-1.4,CCCNc1nc2c(c(=O)[nH]c(=O)n2C)n1CCC(C)C
i,0.44,CCOc1ccc(N(CC(=O)NCc2ccc(OC)cc2)S(=O)(=O)c2c(C)noc2C)cc1
i,-0.94,O=C(Cn1nc(C(=O)O)c2ccccc2c1=O)Nc1ccc(F)cc1
i,-0.22,O=C(/C=C/N1CCOCC1)c1ccc(-c2ccccc2)cc1
i,0.36,CCOCCCNc1ccc(-c2ccccc2)nn1
i,2.6,CCOC(=O)Cc1nnc(NC(=O)COc2ccc(OC)cc2)s1
i,0.83,N=c1nc(N)nc2n1NC(c1ccc(F)cc1)=CS2
i,-1.2,COC(=O)c1ccc(C)c(NC(=O)c2ccc(Cl)c([N+](=O)[O-])c2)c1
i,1.4,C=CCSC1=C(C#N)C(c2ccccc2Cl)CC(=O)N1 (stereo not drawn)
i,-1.9,CCn1c(SCC(=O)N/N=C/C=C\c2ccco2)nc2ccccc21
i,0.33,Cc1ccc(/C=N/NC(=O)Cn2cnc3ccccc32)cc1
i,-0.38,NS(=O)(=O)c1ccc(CCNC(=O)CSc2nnc3ccccn23)cc1
i,-0.79,COc1ccc(N2CCN(C(=O)c3ccc(S(=O)(=O)N4CCOCC4)cc3)CC2)cc1
i,-2.6,COc1ccc(NS(=O)(=O)c2ccc3oc(SC4CCOC4=O)nc3c2)cc1 (stereo not drawn)
i,-2.3,CN(CCO)c1ccc(C(C(=O)c2ccccc2)c2ccc(N(C)CCO)cc2)cc1

3 entries from above, tab-delimited:
molecule	KCNQ2 inh	Kir21 inh
NS(=O)(=O)c1ccc(CCNC(=O)CSc2nnc3ccccn23)cc1	i	-0.38
Cc1ccc(/C=N/NC(=O)Cn2cnc3ccccc32)cc1	i	0.33
CCn1c(SCC(=O)N/N=C/C=C\c2ccco2)nc2ccccc21	i	-1.9

Carrying on.
KCNQ2 inh,Kir21 inh,structure
i,-0.17,COc1ccccc1NS(=O)(=O)c1cc(NC(=O)C2CC2)ccc1N1CCOCC1
i,-1.2,CCN1CC(C)C(O)(c2ccccc2)CC1C (stereo not drawn)
i,0.16,COC(=O)c1sccc1-n1cccc1C(=O)N1CCOCC1
i,-0.01,Cc1ccc(NC(=O)CSC(C)c2nc3ccccc3c(=O)[nH]2)cc1 (stereo not drawn)
i,0.03,Cc1nn(CC(=O)NCC2CCCO2)c(=O)c2cc3ccccc3n12 (stereo not drawn)
i,-0.21,O=C(NC(=S)N1CCN(c2ccc([N+](=O)[O-])cc2)CC1)c1ccccc1
i,-1.3,COCCN(C(=O)COC(=O)CNC(=O)c1cccs1)c1c(N)n(Cc2ccccc2)c(=O)[nH]c1=O
i,-0.18,O=C(O)Cn1c2ccccc2c2n[nH]c(=S)nc21
i,-0.25,CCOc1ccccc1NC(=O)CSc1nc2cccnc2n1C
i,-3.4,CCOC(=O)c1c(Cc2cccc(Cl)c2)c[nH]c1C
i,1.3,Cc1cc(C(F)(F)F)nc(CCNC(=O)C2CCC(=O)N(Cc3cccc(F)c3)C2)n1 (stereo not drawn)
i,1.3,Fc1ccccc1-c1ccc(/C=N/Nc2nc3ccccc3[nH]2)o1
i,-0.13,CCOc1cc(N2CCOCC2)c(OCC)cc1NC(=O)[C@H](C)N1C(=O)C2CC=CCC2C1=O (stereo partly drawn)
i,1,Cc1nn(C)cc1CNC(=O)Nc1ccc(Br)cc1Cl
i,-0.35,O=C(Nc1ccc(NC(=O)C2CC2)cc1)c1cccs1

Further compounds follow:
KCNQ2 inh,Kir21 inh,structure
i,0.01,COCCn1c(SCc2ccc(OC)c(F)c2)nc2ccccc2c1=O
i,-0.03,COCc1cc(C)nc(SCC(=O)Nc2cccc3cccnc23)c1C#N
i,0,Cc1ccsc1/C=C(\C(=O)c1ccc(OC(C)C)cc1)c1nc2ccccc2o1
i,0,CSc1cccc(NC(=O)c2ccc(CN3CCc4ccccc4C3)cc2)c1

Full records, looked up by structure.
COCCn1c(SCc2ccc(OC)c(F)c2)nc2ccccc2c1=O in the list: KCNQ2 inh = i; Kir21 inh = 0.01
COCc1cc(C)nc(SCC(=O)Nc2cccc3cccnc23)c1C#N in the list: KCNQ2 inh = i; Kir21 inh = -0.03

Screens from PubChem BioAssay.
